Gli-Sufu antag – Gli-Sufu pathway antagonism; Sufu-KO-LIGHT fibroblasts, Gli luciferase reporter luminescence; inhibition, % at 5 µM; 340,000 tested, 0.74% active;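 active means inhibition above about 55%, limit read from the data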;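 further: 0% = DMSO-treated cells and 100% = wells with medium but no cells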
Jurkat NFkB inh – inhibitors of the PMA/ionomycin-induced NF-kB reporter in Jurkat cells; PMA/ionomycin-induced NF-kB luciferase reporter, luminescence; inhibition, % at 4 µM; 330,000 tested, 0.53% active
SENP8 inh – inhibitors of human SENP8 protease; 330,000 tested, 1.2% active; inhibition, % at 10 µM; purified SENP8, Z-RLRGG-aminoluciferin cleavage, luminescence
CCR6 antag – blocks CCL20-driven beta-arrestin recruitment at human CCR6 | CHO-K1 CCR6 PathHunter beta-arrestin, luminescence, CCL20-stimulated | AID 493098 | 340,000 tested, 0.49% active | P51684 | inhibition, % at 20 µM;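 active means compounds whose inhibition of the agonist-driven luminescence signal at 20 µM reaches about 50%, limit read from the data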;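 further: cells stimulated with CCL20 at 14 nM final; plate controls were DMSO with CCL20 for no effect and DMSO without agonist for full effect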
UBC13 polyUb – blocks human UBC13 polyubiquitin chain formation. 330,000 tested, 0.47% active. TR-FRET. inhibition, % at 20 µM. P61088. AID 485273; in the data active means inhibition above about 45%, passing the limit was not always enough
Apaf1 inhib – inhibitors of human Apaf-1 apoptosome. O14727. inhibition, % at 20 µM. AID 489030. 330,000 tested, 0.71% active. reconstituted apoptosome caspase-3 activity, DEVD-Rh110 fluorescence; active means inhibition of at least 40% at 20 µM;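 further: plate controls were DMSO wells for no effect and DEVD-CHO caspase inhibitor wells for full effect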
Target sequence (O14727 whole entry, looked up): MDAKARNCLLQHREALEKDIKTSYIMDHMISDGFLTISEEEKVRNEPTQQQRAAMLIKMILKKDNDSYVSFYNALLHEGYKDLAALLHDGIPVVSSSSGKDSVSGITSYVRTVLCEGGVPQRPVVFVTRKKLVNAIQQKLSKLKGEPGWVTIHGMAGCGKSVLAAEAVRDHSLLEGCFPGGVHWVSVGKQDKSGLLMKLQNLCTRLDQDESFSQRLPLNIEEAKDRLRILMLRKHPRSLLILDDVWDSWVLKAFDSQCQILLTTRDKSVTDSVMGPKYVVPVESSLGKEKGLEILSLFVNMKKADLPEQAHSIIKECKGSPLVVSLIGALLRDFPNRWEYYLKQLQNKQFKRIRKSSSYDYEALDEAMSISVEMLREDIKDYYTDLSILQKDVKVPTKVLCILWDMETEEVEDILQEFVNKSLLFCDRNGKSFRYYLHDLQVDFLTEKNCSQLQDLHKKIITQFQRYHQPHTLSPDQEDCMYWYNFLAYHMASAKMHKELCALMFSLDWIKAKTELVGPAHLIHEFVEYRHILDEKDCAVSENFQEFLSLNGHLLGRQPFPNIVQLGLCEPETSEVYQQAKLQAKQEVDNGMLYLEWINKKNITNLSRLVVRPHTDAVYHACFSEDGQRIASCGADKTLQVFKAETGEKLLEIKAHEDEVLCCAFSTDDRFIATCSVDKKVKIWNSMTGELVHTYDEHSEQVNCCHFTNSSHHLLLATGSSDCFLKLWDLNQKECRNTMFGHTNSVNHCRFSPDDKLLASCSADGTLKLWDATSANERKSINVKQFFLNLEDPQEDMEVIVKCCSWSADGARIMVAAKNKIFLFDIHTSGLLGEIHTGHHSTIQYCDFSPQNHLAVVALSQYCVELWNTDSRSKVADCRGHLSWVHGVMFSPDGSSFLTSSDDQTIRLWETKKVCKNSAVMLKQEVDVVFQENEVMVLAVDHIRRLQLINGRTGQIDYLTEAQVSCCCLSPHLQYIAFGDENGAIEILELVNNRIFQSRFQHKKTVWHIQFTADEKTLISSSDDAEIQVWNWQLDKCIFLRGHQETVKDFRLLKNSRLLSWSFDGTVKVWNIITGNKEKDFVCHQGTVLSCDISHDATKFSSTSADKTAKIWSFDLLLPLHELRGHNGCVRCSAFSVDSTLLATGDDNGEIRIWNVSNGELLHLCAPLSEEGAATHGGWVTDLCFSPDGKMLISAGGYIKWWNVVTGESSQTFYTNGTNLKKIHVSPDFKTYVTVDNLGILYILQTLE
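Assay system: Apoptosome proteins | Medium: pH 7.5 Hepes buffer with CHAPS, BSA, DTT | Also added: Cytochrome c and DEVD-Rh110 substrate | Times: 30 min plus 50 min, RT | Detection: Rhodamine 110 fluorescence at Ex 480/Em 540 nm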
EBI2 antag – antagonists of human EBI2 receptor. AID 651636. 360,000 tested, 0.81% active. EBI2 beta-arrestin recruitment, luminescence, 7a,25-OHC stimulated. P32249. inhibition, % at 5 µM; in the data active means inhibition above about 38%;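 further: enzyme fragment complementation signal reports receptor beta-arrestin coupling in cells; 0% = agonist plus DMSO wells and 100% = wells without agonist; some results beyond the cut were filed as inactive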
697 NFkB inh – inhibitors of the PMA/ionomycin-induced NF-kB reporter in 697 B cells. 697 B-cell NF-kB luciferase reporter, 16 h. inhibition, % at 4 µM. 330,000 tested, 0.33% active; in the data active means inhibition above about 35%
* marks the source's active call; other numbers are inactive results; · = not tested or not shown. Unless noted, no stated cut-off is given here; in the data, active means inhibition above about 50%; inactive means the rest. The list is partial, so the mix of outcomes need not match the whole.

# | SMILES | Gli-Sufu antag | Jurkat NFkB inh | SENP8 inh | CCR6 antag | UBC13 polyUb | Apaf1 inhib | EBI2 antag | 697 NFkB inh
1 | Cc1ccc(-c2noc(CNC(=O)c3ccoc3C)n2)cc1 | -13 | -11 | 0 | -7 | 2 | 5 | 4 | -2
2 | Cc1cccc(NC(=O)COC(=O)c2cc3ccccc3oc2=O)c1 | -1 | 10 | 1 | 6 | -1 | -10 | -2 | 20
3 | CCC(C)(C(=O)NC1CCCC1)N(C)C(=O)Cc1c[nH]c2ccccc12 (stereo not given) | -1 | 15 | 3 | 8 | -5 | -15 | 6 | 8
4 | C=CCC[C@@H](Cc1ccc(F)cc1)C(=O)OC[C@@H]1CCCN1C(=O)[C@H](CC=C)CC(=O)N[C@H](CO)Cc1ccccc1 | 9 | -13 | -11 | 6 | 13 | 43* | 20 | -37
5 | Cc1cccc(C)c1NC(=O)CNC(=O)c1ccc2c(c1)NC(=O)CS2 | -6 | 0 | 7 | 3 | -5 | -2 | -8 | 0
6 | N#C/C(=C\c1cccc([N+](=O)[O-])c1)C(=O)NCC1CCCO1 (stereo not given) | -4 | 3 | -3 | -17 | 10 | 13 | 10 | 10
7 | CCCc1ccc(S(=O)(=O)N2CCN(Cc3ccco3)CC2)cc1 | -6 | -1 | -8 | 13 | -5 | 10 | -8 | -7
8 | COc1ccc(C(=O)O)cc1NCc1ccc(C)s1 | 6 | -2 | -7 | 1 | -1 | -11 | -5 | 3
9 | CN(C(=O)C1CCOC1)c1nnc(-c2cnccn2)s1 (stereo not given) | -7 | 15 | -12 | -19 | -7 | -1 | 1 | -6
10 | Nc1nonc1-n1nnc(C(=O)N/N=C/c2c[nH]c3ccccc23)c1-c1ccccc1 | 1 | 12 | -1 | -1 | 10 | 12 | 13 | 12

Following part:
# | SMILES | Gli-Sufu antag | Jurkat NFkB inh | SENP8 inh | CCR6 antag | UBC13 polyUb | Apaf1 inhib | EBI2 antag | 697 NFkB inh
11 | O=C(Nc1ccccc1)C1CC(=O)n2ncnc2N1 (stereo not given) | -5 | 2 | 7 | 2 | 1 | -12 | 4 | -8
12 | COc1cccc(NC(=O)COC(=O)c2cc(S(=O)(=O)N3CCOCC3)ccc2C)c1 | -14 | 4 | -8 | 14 | 10 | 12 | 6 | 5
13 | COc1cc2nc3c4ccccc4n(CC#N)c3nc2cc1OC | · | -39 | -2 | · | -10 | -11 | · | -56
14 | O=C(c1cccc(C(=O)N2CCN(c3ncccn3)CC2)c1)N1CCN(c2ncccn2)CC1 | 11 | 8 | -2 | 4 | -4 | -7 | -12 | 10
15 | O=c1c2cccnc2[nH]c(=S)n1CCCN1CCN(c2ccc(F)cc2)CC1 | 1 | -14 | -5 | 8 | -1 | 14 | -2 | -17
16 | CCOC(=O)N1CCN(C(c2ccc(C)cc2)c2sc3nc(C)nn3c2O)CC1 (stereo not given) | -5 | 10 | -1 | -3 | 3 | 5 | -10 | 15
17 | O=C(NCc1ccccn1)C1CCCCC1 | -6 | 6 | -12 | -4 | 0 | 10 | -6 | 1
18 | CCOC(=O)c1c(C)n(C)c2ccc(OC)c(NS(=O)(=O)CC)c12 | 0 | -4 | 0 | 5 | -6 | 1 | -1 | -4
19 | O=C(CNc1ccccc1Cl)c1ccc(Br)cc1 | 27 | 4 | -10 | 31 | 2 | 6 | 6 | 6
20 | O=C(Oc1cncc(Cl)c1)c1sccc1Cl | 1 | -6 | -1 | 15 | 0 | -21 | -22 | 9

(continued)
# | SMILES | Gli-Sufu antag | Jurkat NFkB inh | SENP8 inh | CCR6 antag | UBC13 polyUb | Apaf1 inhib | EBI2 antag | 697 NFkB inh
21 | CCN1C(=O)C(O)(CC(=O)/C=C/C=C/c2ccccc2)c2ccccc21 (stereo not given) | 6 | 9 | 0 | 12 | -9 | 21 | 7 | -1
22 | O=C(NCC(=O)N1CCCC1)c1cccs1 | -6 | -11 | 7 | -4 | 2 | -20 | -4 | -10
23 | C=CCOc1c(Cl)cc(/C=N/O)cc1OC | -4 | 17 | -7 | 1 | 2 | -27 | 6 | 0
24 | Cc1cc(C)n(-c2nc(C(F)(F)F)nc3ccccc23)n1 | -2 | 2 | 5 | 3 | 3 | -1 | -3 | 15
25 | O=C(O)COc1ccccc1C1C2C(=O)N(c3ccc(F)cc3)C(=O)C2ON1c1ccccc1 (stereo not given) | 6 | 5 | -2 | -5 | -6 | 12 | -2 | -9
26 | CC12CCC(C(=O)NCc3ccccc3Cl)(C(Br)C1=O)C2(C)C (stereo not given) | -3 | 5 | -3 | 13 | 1 | 12 | -1 | -9
27 | O=S1(=O)N=C(N(CCO)/N=C/c2ccccc2F)c2ccccc21 | -7 | -8 | 2 | 6 | -3 | 2 | 8 | 11
28 | Cc1cc(-c2nnc(CCC(=O)N(CC3CCC3)CC3CCCO3)o2)no1 (stereo not given) | 4 | 9 | 9 | 13 | 4 | -3 | -2 | 1
29 | Cc1cc(NC(=O)c2noc3c2CCCCC3)nn1Cc1ccc(Cl)cc1 | -15 | -16 | -16 | 18 | -10 | 7 | 20 | -15
30 | O=C(NC12CC3CC(CC(C3)C1)C2)N1CCC(O)(c2ccc3c(c2)OCO3)CC1 | 5 | -1 | -7 | 4 | -6 | 10 | 4 | 0

Continued.
# | SMILES | Gli-Sufu antag | Jurkat NFkB inh | SENP8 inh | CCR6 antag | UBC13 polyUb | Apaf1 inhib | EBI2 antag | 697 NFkB inh
31 | Cc1ccc(S(=O)(=O)CCC(=O)OCCOc2cccc(Br)c2)cc1 | -2 | -13 | -8 | 6 | 0 | 20 | 7 | 6
32 | Cc1cc(C)c(C#N)c(SCc2nc3ccccc3c(=O)[nH]2)n1 | -81 | -37 | 3 | 7 | 3 | -30 | -3 | -58
33 | Cc1ccc(CNCCNCCO)s1 | 4 | -1 | 6 | 0 | 18 | -11 | -1 | 1
34 | O=[N+]([O-])c1cc(Oc2cccnc2)cc([N+](=O)[O-])c1 | -5 | 9 | 2 | 0 | 2 | 3 | -16 | 5
35 | O=C(NCCc1ccc(Cl)cc1)C12CC3CC(CC(O)(C3)C1)C2 | -7 | -1 | -2 | 0 | 10 | -9 | 5 | -5
36 | COc1ccc(C(=O)NNC(=O)C(NC(=O)c2ccccc2NC(=O)c2ccco2)C(C)C)cc1 (stereo not given) | -4 | 15 | 2 | 4 | -1 | 8 | 6 | 10
37 | O=c1cc(COc2ncnc3ccccc23)nc2sccn12 | 2 | 1 | -8 | 7 | -5 | -11 | 5 | -12
38 | COc1ccccc1/C=C/C1NC(=O)NC(C)=C1C(=O)OC(C)C (stereo not given) | 6 | 12 | 2 | 12 | 15 | -19 | 4 | 1
39 | O=C(N1CCCCC1)N1CCCN(C(=O)N2CCCCC2)CC1 | 4 | 7 | 3 | 5 | 0 | -13 | -3 | 31
40 | Cn1ccnc1C(O)c1ccccc1 (stereo not given) | 3 | 9 | 4 | -4 | 4 | -4 | -13 | 14

Next part.
# | SMILES | Gli-Sufu antag | Jurkat NFkB inh | SENP8 inh | CCR6 antag | UBC13 polyUb | Apaf1 inhib | EBI2 antag | 697 NFkB inh
41 | COC(=O)c1cccc(COC(=O)c2ccc(CS(=O)(=O)c3ccc(C)cc3)cc2)c1 | 7 | -1 | -10 | 15 | -3 | 6 | 4 | -1
42 | O=C(NN1C(=O)/C(=C/c2ccc(O)c(O)c2)SC1=S)c1ccccc1 | 0 | 6 | -12 | 64* | -98 | 9 | 17 | -52
43 | COc1ccc(N2C(=O)C3CCCN3C2c2ccc(C)o2)cc1 (stereo not given) | -5 | -2 | 1 | 9 | 3 | -12 | -1 | 0
44 | COCc1nc(-c2ccc(-c3ccc(C)cc3)nc2OC)no1 | -21 | -50 | -2 | -2 | 8 | 18 | 18 | -50
45 | CSCCC(NC(=O)c1ccco1)C(=O)OCC(=O)Nc1ncc(Cl)c(C)c1Cl (stereo not given) | 1 | -12 | -1 | 16 | -6 | -3 | -10 | -30
46 | Cn1ncc(C(N)=O)c1NC(=S)NC(=O)c1ccc(Br)o1 | -2 | 10 | -4 | 5 | 10 | 1 | -1 | 8
47 | Nc1nc(-c2ccc(C(=O)O)cc2)cs1 | -2 | -2 | -9 | -3 | 1 | -7 | -17 | 9
48 | O=C(c1ccc2c(c1)OCO2)N(CC1CCCO1)C1(C(=O)NC2CCCCC2)CCCCC1 (stereo not given) | 3 | 3 | -1 | -6 | -1 | 6 | 11 | 19
49 | COc1ccc(/C=N/Nc2nc(Nc3ccccc3)nc(N3CCCC3)n2)cc1[N+](=O)[O-] | 10 | -4 | -2 | 13 | -7 | 11 | 4 | 17
50 | CCCCn1c(N(CCOC(C)=O)C(C)=O)nc2ccccc21 | -1 | -4 | 3 | -1 | 6 | -15 | -1 | 3

Next section.
# | SMILES | Gli-Sufu antag | Jurkat NFkB inh | SENP8 inh | CCR6 antag | UBC13 polyUb | Apaf1 inhib | EBI2 antag | 697 NFkB inh
51 | O=C(NCc1ccccc1)c1onc(CSc2ccc(Cl)cc2)c1C(=O)NCc1ccccc1 | 3 | -8 | -2 | 15 | -4 | 22 | -1 | 9
52 | CC(C)(C)C(=O)Nc1ccccc1C(=O)NCCC(=O)Nc1ccccc1 | -5 | 7 | 0 | 13 | 4 | 5 | 6 | 4
53 | Cc1ccc(C(=O)Nc2cnc3sc(C)nn3c2=O)cc1 | 5 | -24 | -1 | 12 | 1 | -2 | 4 | -3
54 | CN(C)c1ccc(-n2cccc2/C=C/[N+](=O)[O-])cc1 | · | 0 | 6 | 33 | -10 | 5 | -39 | 17
55 | CCc1noc(C)c1C(=O)N1CCSC1=Nc1cccc(Cl)c1C | 8 | -11 | 2 | 15 | 4 | 23 | 11 | 4
56 | CN(C(=O)COc1cc(=O)n(C)c2ccccc12)c1ccc(Cl)cc1 | 3 | 5 | -1 | 5 | -7 | 2 | 7 | 16

Whole records, quoted from the list. Order of screens: Gli-Sufu antag	Jurkat NFkB inh	SENP8 inh	CCR6 antag	UBC13 polyUb	Apaf1 inhib	EBI2 antag	697 NFkB inh
Record of `Cn1ncc(C(N)=O)c1NC(=S)NC(=O)c1ccc(Br)o1` : -2	10	-4	5	10	1	-1	8
Record of `Cc1cc(-c2nnc(CCC(=O)N(CC3CCC3)CC3CCCO3)o2)no1` (stereo not given) : 4	9	9	13	4	-3	-2	1
Record of `COC(=O)c1cccc(COC(=O)c2ccc(CS(=O)(=O)c3ccc(C)cc3)cc2)c1` : 7	-1	-10	15	-3	6	4	-1

By substructure: those above with an aryl methoxy group (ten)
# | SMILES | Gli-Sufu antag | Jurkat NFkB inh | SENP8 inh | CCR6 antag | UBC13 polyUb | Apaf1 inhib | EBI2 antag | 697 NFkB inh
8 | COc1ccc(C(=O)O)cc1NCc1ccc(C)s1 | 6 | -2 | -7 | 1 | -1 | -11 | -5 | 3
12 | COc1cccc(NC(=O)COC(=O)c2cc(S(=O)(=O)N3CCOCC3)ccc2C)c1 | -14 | 4 | -8 | 14 | 10 | 12 | 6 | 5
13 | COc1cc2nc3c4ccccc4n(CC#N)c3nc2cc1OC | · | -39 | -2 | · | -10 | -11 | · | -56
18 | CCOC(=O)c1c(C)n(C)c2ccc(OC)c(NS(=O)(=O)CC)c12 | 0 | -4 | 0 | 5 | -6 | 1 | -1 | -4
23 | C=CCOc1c(Cl)cc(/C=N/O)cc1OC | -4 | 17 | -7 | 1 | 2 | -27 | 6 | 0
36 | COc1ccc(C(=O)NNC(=O)C(NC(=O)c2ccccc2NC(=O)c2ccco2)C(C)C)cc1 (stereo not given) | -4 | 15 | 2 | 4 | -1 | 8 | 6 | 10
38 | COc1ccccc1/C=C/C1NC(=O)NC(C)=C1C(=O)OC(C)C (stereo not given) | 6 | 12 | 2 | 12 | 15 | -19 | 4 | 1
43 | COc1ccc(N2C(=O)C3CCCN3C2c2ccc(C)o2)cc1 (stereo not given) | -5 | -2 | 1 | 9 | 3 | -12 | -1 | 0
44 | COCc1nc(-c2ccc(-c3ccc(C)cc3)nc2OC)no1 | -21 | -50 | -2 | -2 | 8 | 18 | 18 | -50
49 | COc1ccc(/C=N/Nc2nc(Nc3ccccc3)nc(N3CCCC3)n2)cc1[N+](=O)[O-] | 10 | -4 | -2 | 13 | -7 | 11 | 4 | 17

Compound activity as filed in PubChem.
